# influenza NS1A: NS1A inhibition, H1N1 influenza, cell based functional assay (AID 504329) | 340,000 tested, 0.3% active | one-dose inhibition, % at 12.5 µM; IC50 in µM for titrated hits | NS1A functional cell-based assay, percent inhibition; higher % means a stronger effect; in the data active = a potency from the dose series; inconclusive = inhibition above about 27% without an active follow-up result; note: strong numbers were not always called active
# tuberculosis growth: growth inhibition of non-replicating M. tuberculosis (AID 488890); 320,000 tested, 0.39% active; Mycobacterium tuberculosis non-replicating, growth inhibition; higher % means a stronger effect; one-dose inhibition, % at 25 µM; IC50 in µM for titrated hits; in the data active = a potency from the dose series; inconclusive = inhibition mostly from about 82% at the one dose, without a potency; inactive = the rest, 99 in 100 with inhibition below about 76%;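 note: plate controls were DMSO cells for no effect and high antibiotic wells for full effect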
# M. tuberculosis HTS: M. tuberculosis growth inhibition, HTS (AID 449762). M. tuberculosis H37Rv growth inhibition, 7H9 media; higher % means a stronger effect. inhibition, % at 25 µM, or IC50 in µM where a hit was titrated. 330,000 tested, 0.59% active; in the data active = a potency from the dose series; inconclusive = inhibition above about 70% without an active follow-up result;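 note: bacterial growth assessed after seven days of incubation; strong numbers were not always called active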
# PhoP GFP inhibition: PhoP regulon inhibitors, Salmonella typhi PhoP promoter GFP reporter, confirmatory (AID 1850); inhibition, % at 50 µM, or IC50 in µM where a hit was titrated; Salmonella Typhi PhoP-promoter GFP reporter, fluorescence, 4 h; higher % means a stronger effect; 310,000 tested, 0.33% active; in the data active = a potency from the dose series; inconclusive = inhibition mostly from about 25% at the one dose, without a potency; inactive = the rest, 99 in 100 with inhibition below about 19%;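 note: 0% = induced wells with vehicle and 100% = uninduced wells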
# VEEV TC-83 Vero: inhibitors of VEEV TC-83 cytopathic effect, confirmation, Vero cells (AID 588727). inhibition, % at 20 µM, or IC50 in µM where a hit was titrated. 350,000 tested, 0.13% active. Vero cells, VEEV TC-83 cytopathic effect inhibition; higher % means a stronger effect; in the data active = a potency from the dose series; inconclusive = inhibition mostly from about 14% at the one dose, without a potency; inactive = the rest, 99 in 100 with inhibition below about 12%; note: strong numbers were not always called active
# VEEV TC-83 Vero 10K pilot screen: recorded beside VEEV TC-83 Vero, whose call it bears; inhibition, %; measured here: 10K pilot screen inhibition
# Numbers without * were called inactive; i = inactive; ? = inconclusive; · = not tested or not shown.
SMILES,influenza NS1A,tuberculosis growth,M. tuberculosis HTS,PhoP GFP inhibition,VEEV TC-83 Vero,others
Cc1cccc(C(=O)Nc2ccc3c(c2)nc(C)n3C)c1,-8%,-8%,0%,10%,2.3%,
CC(C)(C)c1nnc(NS(=O)(=O)c2ccc([N+](=O)[O-])cc2)s1,-23%,73%,51%,4%,2.1%,
CCCCc1cc(O)c(CCCC)c(O)c1,-26%,?,?,5%,9.1%,
O=C(NCc1ccco1)c1c(O)c2cccc3c2n(c1=O)CCC3,-2%,-3%,-7%,-5%,8.7%,
O=C(CSc1ccc(-c2cccnc2)nn1)N1CCCC1,-8%,6%,7%,0%,0.8%,
Cc1ccc(S(=O)(=O)N(CC(=O)Nc2ccc(C(N)=O)cc2)C(=O)N2CCN(C)CC2)cc1,-3%,-3%,-6%,12%,1.3%,
C=CC[C@H](CC(=O)N(CCO)Cc1ccccc1)C(=O)NC[C@@H](OC(=O)[C@@H](CC=C)Cc1ccc(F)cc1)c1ccccc1,13%,25%,-6%,·,i,
Cc1ccccc1-c1nc2ccccc2c(=O)n1/N=C/c1ccc([N+](=O)[O-])cc1,7%,-4%,-4%,6%,2.4%,
C/C(CC(=O)Nc1ccc(Cl)cc1)=N\NC(=O)C(=O)N1CCCCC1,-2%,-2%,3%,10%,2.4%,
CCCNC(=O)c1csc(Nc2cccc3ccccc23)n1,-4%,62%,7%,-8%,0.1%,
CC12CCC(=O)N1C(C(=O)N1CCN(S(=O)(=O)c3ccc(F)c(F)c3)CC1)CS2 (configuration not stated),-7%,12%,-9%,-4%,1.8%,
COc1ccccc1NC(=O)c1nnn(CC(=O)Nc2ccccc2)c1N,23%,-2%,-5%,6%,1.6%,
CCN(CC)CCCNC(=O)c1cc(-c2ccc(O)cc2)on1,-10%,-15%,0%,10%,1.4%,
CC(C)NC(=O)CCCc1ccccc1,-20%,14%,6%,-3%,0.9%,
Cc1cccc(CN(C)C)c1OC(=O)N(C)C,-3%,4%,-3%,-6%,2.1%,
Nc1cc(Cl)ccc1C(=O)OCC(=O)NCC1CCCO1 (configuration not stated),7%,39%,-11%,·,i,
COc1cc(NC(=O)COC(=O)Cn2cnc3c2c(=O)n(C)c(=O)n3C)cc(OC)c1,-6%,-9%,1%,·,2.2%,
CNC(=O)c1cc(S(=O)(=O)N2CC(C)OC(C)C2)ccc1N1CCOCC1 (configuration not stated),-11%,·,·,·,2.6%,
CCCC(=O)n1nc(-c2cccnc2)nc1NCc1ccc(OC)cc1,3%,·,·,·,0.2%,
COc1ccc([N+](=O)[O-])cc1NC1C2CC3CC(C2)CC1C3 (configuration not stated),-8%,-16%,-6%,9%,1.8%,VEEV TC-83 Vero 10K pilot screen=0.4
O=[N+]([O-])c1ccccc1OCCCN1CCc2ccccc2C1,-1%,11%,0%,-3%,i,
CC(C)(C)c1nc2ccccc2c2nnc(SCC(=O)NCc3ccco3)n12,22%,17%,5%,-8%,3.4%,VEEV TC-83 Vero 10K pilot screen=8.7
COc1ccccc1CNC(=O)c1ccc2nc3[nH]c4ccccc4c3nc2c1,-1%,-3%,-2%,-4%,11%,VEEV TC-83 Vero 10K pilot screen=9.1
Cc1cc(C)n(-c2cc(N3CCOCC3)nc(-c3ccccc3)n2)n1,1%,3%,5%,-4%,3.1%,
CCNC(=O)c1c(O)c2cccc3c2n(c1=O)CC3,-17%,5%,-2%,-9%,3.2%,
COc1cccc(S(=O)(=O)Nc2ccc3sc(C)nc3c2)c1,-10%,18%,6%,0%,i,
O=S(=O)(/C=C/c1ccccc1)N1CCOCC1,-4%,4%,-5%,-5%,0.3%,
CC(/C=N\NC(=O)CN1CCN(S(=O)(=O)c2ccc(C)cc2)CC1)=C\c1ccccc1,-3%,45%,-4%,-12%,2.7%,
Cn1nnc(NC(=S)NC(=O)c2cccc3c(Cl)cccc23)n1,2%,-6%,-2%,-1%,?,
CCOC(=O)C(NC(=O)c1ccc(F)cc1)(Nc1sc2c(c1C(N)=O)CCC2)C(F)(F)F (configuration not stated),6%,-2%,4%,-3%,i,
O=C1c2ccccc2C(=O)N1CC1=CCS(=O)(=O)C1,-5%,2%,1%,0%,1.3%,
CCS(=O)(=O)c1c([N+](=O)[O-])ncn1C,2%,i,?,8%,1.3%,
O=C(Cn1cncn1)NCc1ccc(Cl)cc1,0%,-3%,-24%,-14%,1.1%,
CCOC(=O)C(NC(=O)c1ccccc1Cl)(Nc1ccc(C)c(C)c1)C(F)(F)F (configuration not stated),-3%,21%,39%,-5%,i,
Cc1ccc(NC(=O)C2CCN(S(=O)(=O)c3ccc4c(c3)CC(C)N4C(=O)C3CCC3)CC2)nc1 (configuration not stated),9%,38%,65%,-5%,2.1%,
COCCCNC(=O)c1cc2c(-c3ccc(Cl)cc3)nn(C)c2s1,4%,·,-1%,-4%,7.0%,
Cc1cc(S(=O)(=O)N2CCN(C(=O)CCC(=O)N3CCOCC3)CC2)ccc1Br,-3%,0%,19%,18%,0.1%,
Cc1ccc(C(=O)N2CCN(c3ncccn3)CC2)cc1NC1=NC2CS(=O)(=O)CC2S1 (configuration not stated),0%,-9%,-1%,2%,0.2%,VEEV TC-83 Vero 10K pilot screen=0.2
CCOC(=O)C1CCCN(Cc2cc(Br)c(OC)cc2OC)C1 (configuration not stated),-1%,-2%,-7%,8%,0.6%,
COc1ccc(-c2[nH]nc(-c3ccccc3)c2-c2nc3ccccc3[nH]2)cc1,13%,5%,-4%,-7%,8.1%,
CC(=NCCN1CCCCC1)c1c(O)[nH]c(=O)[nH]c1=O,0%,-12%,-6%,-14%,0.9%,
C=C1C(=O)O[C@@H]2C[C@@H](C)[C@@H]3C=CC(=O)[C@@]3(C)[C@@H](OC(C)=O)[C@H]12,·,?,?,-11%,·,
CCOC(=O)C(NC(=O)c1cccc(Cl)c1)(Nc1sc2c(c1C(N)=O)CCC2)C(F)(F)F (configuration not stated),5%,-2%,5%,0%,i,
Cc1ccc(C(=O)NCC(=O)NCC(=O)OCC(=O)c2ccc(F)cc2)cc1,-7%,-8%,-2%,2%,1.1%,
COc1ccc(NC(=O)N(C)C[C@H]2Oc3ccc(NS(=O)(=O)c4cccs4)cc3C(=O)N([C@H](C)CO)C[C@@H]2C)cc1,-4%,13%,-14%,·,0.9%,
COc1ccccc1NC(=O)Nc1ccc2c(c1)nc(C)n2C,0%,-16%,1%,11%,i,
COc1ccc(C(=O)NC(CCSC)C(=O)NC2CC2)cc1 (configuration not stated),-3%,-6%,4%,·,0.6%,
O=C(Cn1nnc2ccccc2c1=O)Nc1ccc2c(c1)CCC2,3%,9%,2%,2%,0.8%,
CCN(CC)CC(=O)NC12CC3CC(CC(C3)C1)C2,-6%,9%,0%,-13%,i,
O=C1CC(c2ccco2)CC(O)=C1C=NCC1NCCc2ccccc21 (configuration not stated),3%,25%,2%,14%,i,

# Overlap with the part before: 7 compounds, then new ones.
SMILES,influenza NS1A,tuberculosis growth,M. tuberculosis HTS,PhoP GFP inhibition,VEEV TC-83 Vero,others
Cc1ccc(C(=O)NCC(=O)NCC(=O)OCC(=O)c2ccc(F)cc2)cc1,-7%,-8%,-2%,2%,1.1%,
COc1ccc(NC(=O)N(C)C[C@H]2Oc3ccc(NS(=O)(=O)c4cccs4)cc3C(=O)N([C@H](C)CO)C[C@@H]2C)cc1,-4%,13%,-14%,·,0.9%,
COc1ccccc1NC(=O)Nc1ccc2c(c1)nc(C)n2C,0%,-16%,1%,11%,i,
COc1ccc(C(=O)NC(CCSC)C(=O)NC2CC2)cc1 (configuration not stated),-3%,-6%,4%,·,0.6%,
O=C(Cn1nnc2ccccc2c1=O)Nc1ccc2c(c1)CCC2,3%,9%,2%,2%,0.8%,
CCN(CC)CC(=O)NC12CC3CC(CC(C3)C1)C2,-6%,9%,0%,-13%,i,
O=C1CC(c2ccco2)CC(O)=C1C=NCC1NCCc2ccccc21 (configuration not stated),3%,25%,2%,14%,i,
Cn1cccc1/C=C1\SC(=S)N(NC(=O)c2ccc(F)cc2)C1=O,8%,18%,8%,2%,2.2%,
CCc1ccc(NC(=O)C(=O)NNC(=O)c2cccs2)cc1,-10%,?,?,-5%,0.1%,
Cc1c(C(=O)N2CCN(C)CC2)oc2c1C(=O)CC(C)(C)C2,0%,0%,-9%,-1%,1.8%,
Cc1cc(C)c2oc(-c3ccc(C)c(NC(=S)NC(=O)/C=C/c4ccco4)c3)nc2c1,6%,0%,60µM*,15%,6.5%,
Cc1cccc(NC(=O)c2cc(S(=O)(=O)N3CCOCC3)cn2C)c1C,0%,3%,-4%,-4%,2.2%,
CN(C)c1nc(C#N)nc(N(C)C)n1,-2%,-1%,6%,-2%,0.1%,
COc1ccc(/C=C2/CSC/C(=C/c3ccc(OC)c(OC)c3)C2=O)cc1OC,14%,·,·,·,47%,
Cn1nc(-c2ccccc2)c2cc([N+](=O)[O-])ccc21,-1%,-22%,1%,0%,i,
CCc1cccc(OCCOC(=O)CNS(=O)(=O)c2ccc(NC(C)=O)cc2)c1,-9%,·,·,·,0.8%,
O=C1/C(=C\c2cccnc2)CCc2ccccc21,-45%,69%,54%,3%,5.9%,
O=C(N/N=C\c1c(O)ccc2ccccc12)c1ccc(S(=O)(=O)N2CCCCC2)cc1,-6%,59%,21%,-17%,?,
Cc1cc(C(=O)N/N=C/c2cc(Br)ccc2OC(=O)c2ccccc2Cl)n[nH]1,11%,15%,-1%,1%,9.4%,
Cc1ccc(OCC(=O)Nc2ccncc2)c(C)c1,0%,39%,-8%,3%,i,
COc1cc(/C=C/C(=O)OCC(=O)Nc2cc(S(=O)(=O)N(C)C)ccc2Cl)ccc1O,-5%,0%,-2%,2%,1.2%,
CN(c1cccc(NC(=O)CN(c2cccc(Cl)c2)S(=O)(=O)c2ccccc2)c1)S(C)(=O)=O,-3%,28%,-2%,-4%,7.7%,
O=C1NC(Cc2ccccc2)C(=O)N1CC(=O)N1CCCc2ccccc21 (configuration not stated),-7%,3%,3%,-5%,0.6%,
CC(C)NC(=O)c1ccc(C2SCC(=O)N2Cc2ccccc2)cc1 (configuration not stated),-3%,17%,7%,9%,0.5%,
O=C(NCc1cccs1)c1cnc2sccn2c1=O,37%,·,-6%,8%,3.5%,
CCOc1nc(-c2ccccc2)ncc1Oc1ccccc1,·,12%,11%,-24%,1.3%,
CC(Oc1cccc(Br)c1)C(=O)NNC(=O)CCNC(=O)c1ccccc1Cl (configuration not stated),2%,·,8%,·,2.0%,
CCOC(=O)CSc1nnc(-c2ccc(Cl)cc2Cl)o1,-1%,?,?,3%,0.4%,
COc1ccc(NC(=O)c2ccco2)cc1S(=O)(=O)N1CCCCC1,-2%,-17%,0%,-1%,4.0%,
CCNC(=S)/N=C(/Nc1ccccc1)Nc1nc(C)cc(C)n1,·,42%,-6%,-11%,13%,
CCOP(=O)(OCC)C(NC(=O)Nc1ccccc1)c1ccccc1 (configuration not stated),-3%,-2%,7%,-8%,i,
O=C(c1sc2ccccc2c1Cl)N1CCN(c2ccc(F)cc2)CC1,8%,13%,6%,7%,i,VEEV TC-83 Vero 10K pilot screen=0.5
CCCc1nc2oc3ccccc3c(=O)c2c(=O)n1-c1ccccc1,·,-11%,-3%,-21%,7.3%,
Cc1ccc(-c2nnc(-c3ccncc3)n2-c2ccc(C)cc2)cc1,6%,0%,-10%,11%,2.5%,
O=C(O)CCC(=O)N1N=C(c2ccccc2)CC1c1ccc2c(c1)OCO2 (configuration not stated),-6%,-11%,-7%,3%,0.0%,
O=C(c1ccc2c(=O)n(CC3CCCO3)c(=S)[nH]c2c1)N1CCN(c2ccccc2)CC1 (configuration not stated),12%,24%,-4%,3%,0.2%,
CCC(=O)Nc1nc(C)nc(C)c1C(C)=O,-9%,10%,7%,-8%,0.6%,
CC(=O)c1ccc(N2CCN(S(=O)(=O)c3ccc4c(c3)NC(=O)CO4)CC2)cc1,-34%,3%,9%,-2%,0.7%,
Cc1ccccc1C(=O)N/C(=C/c1ccc(-c2cccnc2Cl)o1)C(=O)NCCCN1CCN(C)CC1,11%,-5%,-14%,-8%,2.0%,
COc1cc(OC)c(C(=O)Nc2ncn[nH]2)cc1OC,8%,-2%,1%,17%,1.0%,
CCN(CC)S(=O)(=O)c1ccc(OC)c(NC(=S)Nc2cccc(C)c2C)c1,6%,67%,10%,4%,5.2%,
CCOc1ccccc1NC(=O)CCC(=O)Nc1ccccc1OCC,-13%,-11%,-9%,2%,0.3%,

# High-throughput results (PubChem)
